NPC1 promoter act: qHTS Assay for NPC1 Promoter Activators | Huh7 NPC1 promoter luciferase reporter, 24 h | Potency, µM (doses to about 9.22 µM), for the others: at the top dose activation, hits mostly activators | 2.4% of 320,000 active;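 also: % of control where 0% means no effect; nearly all actives have a fitted effect of over 60% in size; reporter is driven by a mutant NPC1 promoter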
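Readout is luciferase luminescence, reflecting NPC1 promoter activation in stably transfected Huh7 cells after 24 h compound exposure at 37 °C in reduced-serum medium with 10% FBS.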
ELG1 genotoxic: qHTS screen for small molecules that induce genotoxicity in human embryonic kidney (HEK293T) cells expressing luciferase-tagged ELG1; HEK293T ELG1-luciferase reporter, luminescence, 16 h; Potency, µM (titrated, usually from 46 µM), without a hit: top-dose activity change, positive = activation, most hits filed as activators; 1.3% of 330,000 active; AID 504466, 2011; also: % of control where 0% means no effect; nearly all actives have a fitted effect of over 60% in size
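Genotoxic stress is detected as increased luminescence from luciferase-tagged ELG1 in HEK293T cells, measured with ONE-Glo after a 16 hr treatment at 37 °C.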
RORg inh: qHTS for inhibitors of ROR gamma transcriptional activity. Nuclear receptor ROR-gamma (Mus musculus), P51450. 5.4% of 310,000 active. Potency, µM (highest dose often 53.6 µM), for inactives: at the highest dose activity change, negative = inhibition, actives largely listed as inhibitors. AID 2551, 2010. Drosophila S2 Gal4-RORgamma UAS-luciferase reporter, 20 h; also: % is scaled to controls: 0 for no effect and ±100 for the full control effect; nearly all actives have a fitted effect of over 60% in size
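Using a luciferase readout, inhibitors were identified by reduced reporter activity in Drosophila cells coexpressing a copper-inducible Gal4–ROR gamma fusion and UAS-driven Photinus luciferase, incubated 20 hr after 700 uM copper sulfate.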
p53 reactivator: qHTS assay for re-activators of p53 using a Luc reporter; H1299 p53-A138V BP100-luciferase reporter, luminescence, 24 h; Potency, µM (series often up to 92.2 µM), for inactives: at the top dose activity change, positive = activation, most hits filed as activators; 0.063% of 320,000 active; AID 504706, 2011; also: % of control where 0% means no effect; nearly all actives have a fitted effect of over 45% in size
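p53-null H1299 cells stably carrying temperature-sensitive p53-A138V and a BP100-luciferase reporter were pinned with compounds (4-point, 1:5 series) and held 24 hrs at 37 deg C. Luminescence was read 10 min after detection reagent.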
MBNL1-CUG inh: qHTS Assay for Inhibitors of MBNL1-poly(CUG) RNA binding; TR-FRET MBNL1-His/biotin-(CUG)12 binding, 665/545 ratio; Muscleblind-like protein 1 (Homo sapiens), Q9NR56; Potency, µM (titrated, usually from 57.5 µM), without a hit: top-dose activity change, negative = inhibition, actives largely listed as inhibitors; 0.036% of 280,000 active; active = well fitted inhibition curve with a large enough effect in the signal ratio, with a control signal flat, not every such curve was filed as active; inconclusive = small, poorly fitted or top-dose-only effect, or effect the other way, or a change in a side signal; inactive = no such curve, though single readings can be large or run the other way; the % refers to the signal ratio; also: % is scaled to controls: 0 for no effect and ±100 for the full control effect
Target sequence (Q9NR56 whole entry, looked up): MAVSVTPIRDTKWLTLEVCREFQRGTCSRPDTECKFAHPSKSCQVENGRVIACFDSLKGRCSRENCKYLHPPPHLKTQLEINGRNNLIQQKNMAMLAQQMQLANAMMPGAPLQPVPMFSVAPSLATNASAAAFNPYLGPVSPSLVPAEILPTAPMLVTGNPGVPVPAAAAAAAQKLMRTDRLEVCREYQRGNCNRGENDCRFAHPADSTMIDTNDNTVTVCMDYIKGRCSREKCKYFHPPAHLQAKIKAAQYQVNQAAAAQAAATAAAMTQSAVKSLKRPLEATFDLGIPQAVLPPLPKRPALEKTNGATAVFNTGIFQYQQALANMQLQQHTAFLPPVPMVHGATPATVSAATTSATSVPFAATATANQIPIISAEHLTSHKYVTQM
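His-tagged MBNL1 binding to biotinylated (CUG)12 RNA was measured by TR-FRET using terbium anti-His antibody (0.055 ng/ul final) and streptavidin-XL665 (5 nM final). Compounds were titrated 92 nM to 58 uM; 60 min at room temperature.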
BRCA1 expr act: qHTS Assay to Identify Small Molecule Activators of BRCA1 Expression; MCF7-BRCA1-FFLuc reporter, luminescence, 48 h; response scale: scaled: vehicle 0%, 10 µM genistein 100%; Potency, µM (series often up to 46.1 µM), inactives show at the top dose activation, most hits filed as activators; 1.1% of 380,000 active; also: nearly all actives have a fitted effect of over 80% in size; some results filed as inactive show a strong effect at the top dose
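Compounds are tested at multiple concentrations on MCF7 BRCA1-luciferase reporter cells seeded at 2000 per well; after 48 h, a single luminescence end-point is taken and curves fitted to the normalized data.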
VP16 counter: VP16 counterscreen qHTS for inhibitors of ROR gamma transcriptional activity | Drosophila S2 Gal4-VP16 UAS-luciferase, luminescence, 20 h | Potency, µM (titrated, usually from 53.6 µM), for the others: top-dose activity, negative = inhibition, most hits filed as inhibitors | 3.5% of 310,000 active;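 also: Gal4-VP16 expression switched on by copper sulfate through the metallothionein promoter; % is scaled to controls: 0 for no effect and ±100 for the full control effect; nearly all actives have a fitted effect of over 50% in size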
uPA generation: qHTS for Inhibitors of Cell Surface uPA Generation; 0.31% of 330,000 active; cell surface uPA generation assay, qHTS; Potency, µM (top dose mostly 38.3 µM), for inactives: top-dose activity change, negative = inhibition, actives largely listed as inhibitors; active = well fitted inhibition curve with a large enough effect; inconclusive = small, poorly fitted or top-dose-only effect; inactive = no such curve, though single readings can be large or run the other way; tested in mouse RAW 264.7 cells; also: % is scaled to controls: 0 for no effect and ±100 for the full control effect; nearly all actives have a fitted effect of over 55% in size
MLL CXXC-DNA inh: qHTS Fluorescence Polarization Assay for Inhibitors of MLL CXXC domain - DNA interaction | MLL-CXXC / FITC-HOXA9 DNA fluorescence polarization | Potency, µM (titrated, usually from 115 µM), inactives show top-dose activity change, negative = inhibition, hits mostly inhibitors | 0.037% of 290,000 active | AID 2662, 2010; active = well fitted inhibition curve with a large enough effect in the polarisation, with a control signal flat, not every such curve was filed as active; inconclusive = small, poorly fitted or top-dose-only effect, or effect the other way, or a change in a side signal; inactive = no such curve, though single readings can be large or run the other way; the % refers to the polarisation
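Purified MLL-CXXC (added from a 7 uM solution) was preincubated 5 min at ambient with pinned compounds in 50 mM Tris-HCl pH 7.5, 50 mM NaCl, 1 mM DTT, 0.05% BSA. Fluorescein-labeled HOX-A9 DNA (50 nM solution) followed, 30 min, then polarization read.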
Rab9 promoter act: qHTS Assay for Rab9 Promoter Activators | Huh7 Rab9 promoter-luciferase reporter, luminescence, 24 h | Potency, µM (series often up to 9.22 µM), inactives show top-dose activation, negative = inhibition, actives largely listed as activators | 2.8% of 320,000 active | AID 485297, 2010; also: % of control where 0% means no effect; nearly all actives have a fitted effect of over 60% in size
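Huh7 reporter line, Rab9 promoter upstream of luciferase. Compound exposure 24 h at 37 °C in reduced-serum medium with 10% FBS. Read-out: luminescence.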
FLuc counter: qHTS profiling assay for firefly luciferase inhibitor/activator using purifed enzyme and Km concentrations of substrates (counterscreen for miR-21 project); purified FLuc, Km substrates, luminescence inhibition; 6.9% of 360,000 active; Potency, µM (doses to about 57.5 µM), for the others: at the top dose activity change, negative = inhibition, most hits filed as inhibitors; Luciferin 4-monooxygenase (Photinus pyralis), P08659;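 also: plate controls were vehicle for no effect and reference inhibitor for full effect; nearly all actives have a fitted effect of over 55% in size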
Target sequence (P08659 whole entry, looked up): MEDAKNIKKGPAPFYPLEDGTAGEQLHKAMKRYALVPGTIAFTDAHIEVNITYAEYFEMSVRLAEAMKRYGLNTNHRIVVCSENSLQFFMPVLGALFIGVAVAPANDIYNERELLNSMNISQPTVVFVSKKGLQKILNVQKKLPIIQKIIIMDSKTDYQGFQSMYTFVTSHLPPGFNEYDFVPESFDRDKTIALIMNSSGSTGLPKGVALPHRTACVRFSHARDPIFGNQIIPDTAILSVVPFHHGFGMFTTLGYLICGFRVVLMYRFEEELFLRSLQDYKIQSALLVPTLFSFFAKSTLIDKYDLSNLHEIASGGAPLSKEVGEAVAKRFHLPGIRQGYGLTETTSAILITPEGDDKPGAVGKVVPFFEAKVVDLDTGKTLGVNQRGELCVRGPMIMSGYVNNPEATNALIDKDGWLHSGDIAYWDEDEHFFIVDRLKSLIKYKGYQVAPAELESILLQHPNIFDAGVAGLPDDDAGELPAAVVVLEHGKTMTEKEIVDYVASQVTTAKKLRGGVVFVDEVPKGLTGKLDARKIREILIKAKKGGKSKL
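Purified P. pyralis luciferase (10nM final) with 10uM D-luciferin and 10uM ATP (Km levels) in 50mM Tris acetate pH 7.5, 10mM Mg acetate, 0.01% Tween-20, 0.05% BSA; qHTS 6-point titration, ~60 µM downward; luminescence read.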
Active calls of the source: *; ? = inconclusive; nt = not tested or not shown; [ ] = another dose, or the depositor's remark. Unless noted, calls follow the shape of the dose curve; as a rule, active = well fitted curve in the direction sought with a large enough effect; inconclusive = small, poorly fitted or top-dose-only effect, or another doubt; inactive = no such curve, though single readings can be large; an effect the other way counts as inactive or inconclusive. Potency is read from the fitted curve at half-maximal effect. The list is partial; count on the stated rates, not on these rows.

SMILES | NPC1 promoter act | ELG1 genotoxic | RORg inh | p53 reactivator | MBNL1-CUG inh | BRCA1 expr act | VP16 counter | uPA generation | MLL CXXC-DNA inh | Rab9 promoter act | FLuc counter
Cc1ccc(CNC(=O)C23CN(Cc4ccccc4)CC2C(c2ccc([N+](=O)[O-])cc2)=NO3)cc1 (stereo not given) | -3% | 1% | ? | -5% | 21% | -7% | -8% | 24% | -1% | -3% | -2%
N/C(=N\OC(=O)c1ccc2ccccc2c1)c1ccccc1Cl | 3.2µM* | 23µM* | -71% | 20µM* | 16% | ? | ? | ? | 17% | 4µM* | 1.9µM*
Cc1nn(-c2ccccc2)c(N)c1N=Nc1ccc2ccccc2c1 | ? | ? | 1.1µM* | ? | 9% | ? | 3% | -2% | 2% | 3.5µM* | 11µM*
O=C1N(c2ccccc2C(F)(F)F)OC1(Cc1ccccc1)c1ccccc1 (stereo not given) | -10% | -2% | nt | 45% | nt | -6% | nt | ? | nt | -5% | 0%
O=C(COC(=O)CCCNC(=O)c1ccc(Cl)cc1)Nc1ccc(Br)cc1 | -1% | 2% | -2% | 5% | -10% | -2% | 5% | 6% | 12% | 0% | 3.4µM*
CCOC(=O)C1CCN(C(C)=C2C(=O)c3ccccc3C2=O)CC1 | 7% | -1% | 15% | -2% | 17% | -76% | 1% | 4% | 5% | -2% | -5%
Cc1cccc(Nc2ccc([N+](=O)[O-])cn2)c1 | 30% | ? | ? | ? | ? | 11µM* | -6% | -5% | -6% | ? | ?
CCC(=O)Nc1ccc2c(c1)ncn2C | -2% | 0% | -10% | -7% | -2% | -11% | 6% | 4% | 2% | -4% | -2%
O=C(Cn1ccc2ccccc2c1=O)N1CCN(c2cccc(Cl)c2)CC1 | -4% | -5% | -3% | -5% | -5% | -2% | -24% | 5% | 7% | 1% | 0%
COc1ccccc1-n1c(C)nc2cc(C(=O)NCCN3CCOCC3)ccc21 | 1% | 3% | -5% | -2% | 5% | 1% | -4% | -2% | 0% | -7% | -2%

Single values from above:
Under p53 reactivator, `COc1ccccc1-n1c(C)nc2cc(C(=O)NCCN3CCOCC3)ccc21` has the entry -2%
Under BRCA1 expr act, `Cc1ccc(CNC(=O)C23CN(Cc4ccccc4)CC2C(c2ccc([N+](=O)[O-])cc2)=NO3)cc1` (stereo not given) has the entry -7%

New compounds follow:
SMILES | NPC1 promoter act | ELG1 genotoxic | RORg inh | p53 reactivator | MBNL1-CUG inh | BRCA1 expr act | VP16 counter | uPA generation | MLL CXXC-DNA inh | Rab9 promoter act | FLuc counter
CCOC(=O)c1c(C)n(C)c2cc(OCCN(CC)CC)ccc12 | 1% | 1% | 9% | -9% | 2% | 14% | 6% | 0% | -1% | -4% | -1%
Cc1nnc2c(NC3CCCC3)nc3ccccc3n12 | -3% | ? | -30% | -2% | -2% | -38% | -9% | -11% | -12% | -8% | -4%
O=C(O)c1ccccc1C(=O)Nc1ccccn1 | -8% | 6% | 6%[0.365 µM] | ? | -9% | 2% | nt | 2% | -2% | 5% | 3%
Cc1cccc(CNC(=O)CCCn2nc(C)c3c(C)n(-c4ccccc4)nc3c2=O)c1 | -6% | -5% | 17% | -1% | 1% | 3% | -8% | 8% | 7% | -16% | 4%
O=C(CSc1nnc(CCCN2C(=O)c3cccc4cccc(c34)C2=O)n1-c1ccccc1)NCCCO | 1% | 4% | -8% | -13% | ? | 9% | 1% | -21% | ? | -12% | 7%
CC1(C)Cc2cccc(OCC(=O)NCCc3ccc(S(N)(=O)=O)cc3)c2O1 | -3% | 0% | nt | 2% | nt | -17% | nt | 5% | nt | -2% | nt
Cc1nnc(NC(=O)c2ccc(S(=O)(=O)N3CCOCC3)cc2)s1 | 1% | 0% | 6% | 5% | -5% | 0% | 0% | -1% | 6% | -9% | 2%
Cc1ccc(OCCC(=O)OCC(=O)N2CC(=O)Nc3ccccc32)cc1 | -3% | 1% | nt | ? | nt | -3% | nt | -29% | nt | 0% | -6%
CC(=O)NC1Sc2ccccc2N=C1c1ccccc1 (stereo not given) | ? | 13µM* | 21% | ? | 4% | 10µM* | -28% | -4% | -4% | ? | 12µM*
COC(=O)c1ccccc1NC1c2ccccc2C(=O)N1c1cccnc1 (stereo not given) | -1% | 16% | ? | -7% | 0% | 14% | 8% | -8% | 2% | -4% | 0%
O=C(c1cccc(Br)c1)N1CCN(C2=NS(=O)(=O)c3ccccc32)CC1 | -1% | -2% | 24% | 3% | 0% | -21% | 2% | -5% | 0% | -3% | 0%
Cc1cc(C)cc(NC(=O)CSc2nncn2-c2ccccn2)c1 | -5% | -1% | 12% | -3% | 1% | -35% | -6% | 1% | -2% | -5% | -4%
C/C=C/C=N/NC(=O)CN(c1ccc(Br)cc1)S(=O)(=O)c1ccccc1 | 0% | 2% | ? | -1% | -3% | 0% | ? | -7% | -6% | 1% | -1%
CC1=C(C/C=C(\C)CCCC(C)CCCC(C)CCCC(C)C)C(=O)c2ccccc2C1=O (stereo not given) | 2% | -5% | -2% | 20% | nt | -21% | 6% | -6% | -4% | 0% | 0%
Nn1c(SCc2ccc(Br)cc2)nnc1-c1cccnc1 | -2% | 1% | -1% | -8% | nt | -36% | -5% | 8% | 5% | -8% | -1%
COc1ccc(-c2n[nH]c(=S)o2)c(OC)c1 | 0% | 9% | 34% | -1% | -2% | 9% | 16% | 3% | 10% | -1% | ?
OC1CCCN(Cc2ccc3c(c2)Cc2ccccc2-3)C1 (stereo not given) | 26% | 0% | 2% | 10% | -5% | 64% | 10% | nt | 1% | 19% | ?
CC(=O)Nc1ccc(N2CCCCC2)c(C(=O)Nc2cccc(C)c2)c1 | 0% | -5% | 41% | 10% | -1% | -64% | -7% | nt | 5% | -9% | 1%
O=C1c2cccnc2C(=O)N1Cc1ccc(S(=O)(=O)N2CCOc3ccccc32)cc1 | -3% | -1% | 9% | 0% | 11% | -6% | 1% | 3% | -7% | 0% | 3%
CCCN(CCC)S(=O)(=O)c1ccc(NC(=O)Cc2cccs2)cc1 | 0% | -3% | 0% | 4% | 1% | -62% | -2% | -14% | -8% | -2% | 2%
CCN(Cc1nc2ccccc2c(=O)[nH]1)Cc1nc2ccsc2c(=O)[nH]1 | -17% | -5% | 0.45µM* | -1% | -4% | -34% | 1µM* | -2% | -24% | -29% | 0%
COc1ccc(S(=O)(=O)N2CCN(CC(=O)N3CCc4ccccc4C3)CC2)cc1OC | -2% | -2% | nt | -4% | nt | -17% | nt | -9% | nt | -1% | 4%
CC(Sc1nnc(-c2ccc(Cl)cc2Cl)n1Cc1ccccc1)C(=O)Nc1nccs1 (stereo not given) | 2% | -11% | 11µM* | -2% | -11% | -67% | -21% | -2% | 6% | -1% | 1%
COc1ccc(C2CC(c3ccc(C)cc3)Nc3ncnn32)cc1 (stereo not given) | 3% | -6% | -15% | -1% | -1% | 9% | 5% | 13% | 7% | 3% | 2%
Cc1ccc2oc(=O)c3cnn(CC(=O)N(CCC(C)C)Cc4ccco4)c3c2c1 | 1% | -3% | -22% | 1% | -10% | -14% | -1% | 3% | -18% | -3% | 3%
COc1ccccc1-n1c(SCC(=O)NC2CCS(=O)(=O)C2)nc2cc([N+](=O)[O-])ccc21 (stereo not given) | -5% | 3% | 35% | -13% | ? | -18% | -2% | 5% | 0% | -4% | 6%
Cc1cccc(OCC(=O)Nc2nc3ccc([N+](=O)[O-])cc3s2)c1 | -3% | -3% | 2% | 7% | 9% | 12% | -16% | 5% | -10% | -6% | -8%
COc1ccc(OC)c(N(CC(=O)NCCc2ccc(OC)c(OC)c2)S(=O)(=O)c2ccccc2)c1 | -5% | -14% | 15% | -2% | 3% | -1% | 5% | -9% | -5% | 6% | 0%
Cc1c(C(C)C)c(=O)n(-c2ccc(S(=O)(=O)NC(C)C)cc2)n1C | -9% | -5% | 20% | -1% | 0% | -19% | ? | 0% | ? | -14% | 0%
Cc1cccc(-n2ncc3c(NC4CCCCC4)ncnc32)c1 | 4.5µM* | ? | ? | ? | -4% | ? | ? | 11µM* | -1% | 2µM* | 1.5µM*

From PubChem BioAssay
